Screening data: PubChem, several laboratories
ROMK primary: ROMK potassium channel modulators, primary screen, cell-based, thallium flux, MLSMR library; ATP-sensitive inward rectifier potassium channel 1 (Homo sapiens), P48048; Tet-inducible ROMK, thallium flux fluorescence; actives lie on both sides; B-score at 10 µM; 130,000 compounds, 2% hits;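 active = signal ratio slope over the read window, or its plate-corrected B-score, at least 3 SD from the plate mean, either direction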;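 note: B-score of the F/F0 ratio slope over 7 to 12 s after thallium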
PPARg SRC2 recr: agonists of PPARg-SRC-2 recruitment, primary screen, biochemical, HTS; Peroxisome proliferator-activated receptor gamma (Homo sapiens), P37231; PPARgamma LBD-SRC-2 recruitment; activation, % at 8 µM; 200,000 compounds, 0.34% hits; in the data active = activation above about 22%;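 note: 0% = vehicle and 100% = reference agonist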
Target sequence (P37231 whole entry, looked up, the tested form may be a part): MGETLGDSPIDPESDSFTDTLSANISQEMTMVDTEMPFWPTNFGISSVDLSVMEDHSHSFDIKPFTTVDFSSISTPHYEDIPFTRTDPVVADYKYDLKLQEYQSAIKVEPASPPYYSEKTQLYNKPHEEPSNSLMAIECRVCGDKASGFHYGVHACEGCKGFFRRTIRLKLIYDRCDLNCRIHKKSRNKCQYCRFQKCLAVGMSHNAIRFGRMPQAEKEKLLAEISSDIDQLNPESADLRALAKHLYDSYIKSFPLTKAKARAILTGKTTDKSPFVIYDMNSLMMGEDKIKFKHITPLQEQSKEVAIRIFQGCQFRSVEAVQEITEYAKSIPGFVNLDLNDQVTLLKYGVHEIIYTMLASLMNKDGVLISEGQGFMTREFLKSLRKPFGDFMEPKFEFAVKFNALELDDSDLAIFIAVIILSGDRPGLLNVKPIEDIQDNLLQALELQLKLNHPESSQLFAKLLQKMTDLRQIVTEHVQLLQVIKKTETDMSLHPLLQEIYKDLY
RAM inhibit: inhibitors of the yeast RAM network, primary screen, dse1pr::URA3 reporter, 5-FOA selection; AID 868, 2007; S. cerevisiae dse1pr::URA3 reporter, 5-FOA growth OD615, 2 d; analog-sensitive cbk1-as2 kinase mutant strain; inhibition, % at 50 µM; 190,000 compounds, 1.8% hits;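 active = inhibition above a set limit, 3 SD over mean compound inhibition, cut at about 8.4% in these data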;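 note: 0% = DMSO-only wells with no growth and 100% = 10 µM 1-NA-PP1 full growth; inhibition rescues growth on 5-FOA so higher OD means more RAM inhibition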
TLR4 MyD88 comp: inhibitors of TLR4-MyD88 association in cells, primary screen, cell-based, HeLa CL3-4, BLA complementation, FRET ratio; Toll-like receptor 4 (Homo sapiens) + Myeloid differentiation primary response protein …; HeLa CL3-4 TLR4/MyD88 BLA complementation; inhibition, % at 8.4 µM; 200,000 compounds, 0.18% hits; AID 861, 2007; in the data active = inhibition above about 25%;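 note: 0% = vehicle and 100% = reference inhibitor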
PPARg SRC1 recr: PPARgamma agonists recruiting SRC-1 coactivator, primary screen, biochemical; PPARgamma-SRC-1 coactivator recruitment biochemical assay; AID 631, 2007; activation, % at 8 µM; Peroxisome proliferator-activated receptor gamma (Homo sapiens), P37231; 200,000 compounds, 0.41% hits; in the data active = activation above about 19%;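 note: 0% = DMSO and 100% = reference agonist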
STAT1 blocker: STAT1 signaling inhibitors, primary screen, cell-based, HTS, luciferase reporter. NIH 3T3 STAT1-luciferase reporter, IFN-gamma, luminescence. inhibition, % at 5.5 µM. 200,000 compounds, 0.35% hits;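 active = inhibition above a set limit, the mean inhibition across all tested compounds plus 3 SD, cut at about 34% in these data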;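 note: 0% = IFN-gamma with DMSO and 100% = IFN-gamma with 300 µM nifuroxazide; values of inactives mirror those of a sister screen read the other way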
SRC2 TRFRET art: TR-FRET signal artefacts, primary screen, artefact control for PPARgamma SRC-2 agonist project, biochemical. 200,000 compounds, 0.4% hits. AID 1049, 2008. TR-FRET ratio at 8 µM. TR-FRET artefact counter-screen; hits give high values; in the data active = TR-FRET ratio above about 2000; note: inactives centre near 1500
PPARg SRC3 recr: PPARgamma agonists recruiting SRC-3 coactivator, primary screen, biochemical; AID 731, 2007; Peroxisome proliferator-activated receptor gamma (Homo sapiens), P37231; 200,000 compounds, 0.26% hits; activation, % at 8 µM; biochemical PPARgamma/SRC-3 coactivator recruitment assay; in the data active = activation above about 23%;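 note: 0% = DMSO and 100% = reference agonist; some compounds past the cut are filed as inactive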
STAT3 activator: IL-6 driven STAT3 reporter potentiators, primary screen, U3A cells, luciferase, luminescence, MLSCN library; IL-6 STAT3-luciferase reporter; 100% = signal with IL-6 EC80 alone; 190,000 compounds, 0.91% hits; activation (% of control), % at 5.6 µM; AID 871, 2007;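 active = activation above the screen-wide mean of compound activation plus 3 SD, cut at about 130% in these data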;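 note: 0% = background luminescence of wells with medium and substrate only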
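Material: human U3A cells carrying STAT3-luciferase construct. Measured by: reporter luminescence signal. Timing: compound 1 h, then IL-6 6 h at 37 °C.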
STAT3 blocker: IL-6 driven STAT3 reporter inhibitors, primary screen, U3A cells, luciferase, luminescence, MLSCN library; IL-6 STAT3-luciferase reporter; host cell line lacks STAT1; inhibition, % at 5.5 µM; 190,000 compounds, 0.89% hits;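 active = inhibition above the mean inhibition across all screened compounds plus 3 SD, cut at about 44% in these data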;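 note: 0% = DMSO only wells and 100% = 100 µM nifuroxazide control wells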
S1P3 antag: S1P3 receptor antagonists, primary screen, cell-based | inhibition, % at 4.98 µM | 170,000 compounds, 0.27% hits | CHO S1P3 NFAT-BLA reporter, FRET fluorescence, antagonist mode | AID 485, 2006;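 active = inhibition above the plate cutoff, the mean inhibition of test wells on that plate plus 3 SD, cut at about 28% in these data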;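 note: cells challenged with S1P at its EC80 of 0.8 µM; blue over green emission ratio from cleaved BLA substrate after 4 h stimulation; 0% = S1P-stimulated wells and 100% = unstimulated DMSO-only wells; some compounds past the cut are filed as inactive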
Target sequence (Q99500 whole entry, looked up): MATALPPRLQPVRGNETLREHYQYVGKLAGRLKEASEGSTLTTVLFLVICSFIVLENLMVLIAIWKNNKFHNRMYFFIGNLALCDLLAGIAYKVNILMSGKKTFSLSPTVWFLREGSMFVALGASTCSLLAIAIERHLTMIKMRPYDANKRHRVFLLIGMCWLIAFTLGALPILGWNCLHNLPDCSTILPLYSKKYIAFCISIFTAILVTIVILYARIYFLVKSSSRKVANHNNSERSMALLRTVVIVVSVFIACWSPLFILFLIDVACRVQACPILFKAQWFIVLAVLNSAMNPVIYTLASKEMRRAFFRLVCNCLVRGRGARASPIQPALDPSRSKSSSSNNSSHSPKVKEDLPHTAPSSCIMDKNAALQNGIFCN
* marks the source's active call; other numbers are inactive results; / = no result given.

SMILES | ROMK primary | PPARg SRC2 recr | RAM inhibit | TLR4 MyD88 comp | PPARg SRC1 recr | STAT1 blocker | SRC2 TRFRET art | PPARg SRC3 recr | STAT3 activator | STAT3 blocker | S1P3 antag
Cc1ccc(NC(=O)c2c(C)nn(-c3ccccc3)c2Cl)c(C)c1 | / | 11.9 | 5.2 | 12.0 | -1.9 | -14.1 | 1601 | 0.1 | 92.4 | 19.9 | /
O=C(CCc1nnc(-c2ccc3c(c2)OCO3)o1)N(Cc1ccncc1)CC1CCCO1 (stereo not drawn) | 0.173 | 0.2 | 0.9 | 13.4 | -7.3 | -7.8 | 1582 | -1.9 | 88.0 | 19.2 | -10.5
c1ccc(-c2nc3ccccc3s2)nc1 | 0.184 | 0.5 | -0.6 | 10.2 | 0.4 | -63.6 | 1587 | 0.7 | 82.9 | 24.4 | 13.5
CCSc1nc2ccccc2n1C(=O)/C=C\c1ccc(OC)c(OC)c1 | / | 3.4 | 3.0 | 12.2 | -1.5 | -3.4 | 1535 | 6.3 | 109.3 | -6.5 | /
Cn1cccc1Cc1nnc(SCC(=O)N2CCc3ccccc32)n1-c1ccc(F)cc1 | / | -5.8 | 5.1 | -3.6 | 7.5 | -0.4 | 1682 | -0.2 | 115.7 | -19.0 | -10.3
CC(C)c1nc2oc3c(NCC4CCCO4)ncnc3c2c2c1COC(C)(C)C2 (stereo not drawn) | / | -0.3 | 0.3 | -5.0 | -0.5 | -14.0 | 1460 | 2.4 | 108.7 | -7.0 | 17.6
CC1(C)Cc2c(sc3ncn4c(=S)[nH]nc4c23)CO1 | -0.609 | 5.4 | 3.0 | -7.9 | 12.5 | 9.3 | 1634 | 3.5 | 89.1 | 17.4 | 6.7
O=C(O)/C(=C\c1ccco1)NC(=O)c1cccc2ccccc12 | / | -1.6 | 1.6 | -8.7 | -5.5 | 6.0 | 1405 | 4.3 | 98.7 | 6.0 | /
COc1cc(CSc2nnnn2-c2ccc(C)cc2)cc(OC)c1OC | / | 0.4 | 6.6 | 1.4 | -4.6 | 22.0 | 1371 | -1.6 | 45.8 | 68.7* | 46.2
COc1ccc(S(=O)(=O)Nc2ccccc2OC)cc1NC(=O)c1cc2ccccc2oc1=O | / | 16.4 | 2.4 | -6.7 | 3.1 | -27.9 | 1499 | 4.1 | 104.5 | -10.1 | -36.0
COc1cccc(CNC(=O)CC2Sc3ccccc3NC2=O)c1 (stereo not drawn) | 0.232 | 1.6 | 2.7 | -2.2 | 0.1 | -2.8 | 1675 | 0.8 | 102.9 | 5.1 | -5.3
Cc1ccc(C(=O)Oc2ccccc2N2C(=O)C3CCCCC3C2=O)cc1 (stereo not drawn) | -0.228 | 0.4 | 0.1 | -2.6 | -5.1 | 4.3 | 1346 | 7.5 | 60.3 | 53.7* | /
COc1ccc(OC)c(C(=O)CC2OC(=O)c3ccccc32)c1 (stereo not drawn) | / | 6.2 | 1.0 | -5.8 | 5.3 | 17.1 | 1672 | 7.4 | 101.5 | 1.6 | 5.6
O=C(NCCCN1CCOCC1)C1CC(=O)N(C2CCCCC2)C1 (stereo not drawn) | 1.01 | 6.3 | -0.9 | -16.1 | -0.7 | -0.1 | 1593 | 4.2 | 105.5 | -4.0 | 16.4
CC1CCCC(C)N1CCNC(=O)C1CCN(S(=O)(=O)N2CCCCC2)CC1 (stereo not drawn) | / | 2.5 | 1.8 | -7.6 | -0.5 | -12.6 | 1458 | 4.1 | 108.6 | -10.2 | -8.9
Cc1ncc([N+](=O)[O-])n1CCOC(=O)c1cc(Cl)cc(Cl)c1N | / | 4.7 | 2.7 | -16.0 | -3.9 | -3.8 | 1644 | 4.1 | 101.7 | -2.1 | -3.4
COc1ccc2nc(Nc3ccccc3)sc2c1 | 0.507 | 0.4 | -0.5 | -10.8 | 5.6 | -54.6 | 1622 | 1.9 | 86.2 | 19.3 | 0.6
O=C(CCc1ccccc1)Nc1cc(C(=O)O)cc(C(=O)O)c1 | 0.312 | -2.2 | 0.1 | -7.6 | 6.3 | -7.8 | 1708 | 0.4 | 105.5 | -2.9 | -1.4
O=C(c1ccccc1)c1ccc2nc(N3CCCCC3)c3nncn3c2c1 | 0.341 | -3.2 | 1.3 | 2.1 | -3.5 | -1.0 | 1604 | 0.7 | 93.2 | 7.8 | 8.1
O=C(CN1CCc2ccccc21)NCc1ccccc1Cl | / | 0.7 | 2.8 | 7.8 | -1.4 | -4.8 | 1684 | 1.6 | 122.4 | -26.4 | 2.6
CCOc1ccc(CC(C(=O)NN)C(=O)NN)cc1CN(C)C | 0.374 | 8.0 | -0.8 | -10.3 | -3.8 | 1.8 | 1565 | 4.5 | 102.4 | -2.7 | /
Cc1sc(/N=C/c2c(O)ccc3ccccc23)c(C#N)c1C | 0.723 | 4.2 | 1.7 | 7.6 | -7.3 | 6.5 | 1464 | -1.3 | 107.1 | -8.4 | /
CCCCc1nc(SCC(=O)Nc2cc(C)on2)n[nH]1 | 0.0506 | -0.5 | 3.1 | 5.5 | 4.2 | -1.5 | 1465 | -15.9 | 100.9 | 3.3 | 15.1
COc1ccc(OC)c(NC(=O)c2ccccc2NS(=O)(=O)c2cccc3cccnc23)c1 | / | -6.5 | 3.8 | 4.8 | -0.6 | 3.6 | 1559 | -2.5 | 108.7 | -4.7 | /
CCOCCCNC(=O)C(NC(=O)c1ccc(NC(C)=O)cc1)c1ccccc1 (stereo not drawn) | 0.051 | -5.6 | -0.1 | 1.7 | -0.6 | -5.9 | 1438 | -0.1 | 108.8 | -0.8 | -13.5

Next part:
SMILES | ROMK primary | PPARg SRC2 recr | RAM inhibit | TLR4 MyD88 comp | PPARg SRC1 recr | STAT1 blocker | SRC2 TRFRET art | PPARg SRC3 recr | STAT3 activator | STAT3 blocker | S1P3 antag
Clc1cccc(COn2c(-c3ccc(Cl)cc3Cl)nc3ncccc32)c1 | 1.54 | -3.1 | -1.4 | -3.4 | -1.1 | 0.5 | 1520 | -5.3 | 93.9 | 7.3 | /
COc1cc(C=O)ccc1OCC(=O)NC(C)(C)C | 0.153 | -5.2 | -0.9 | -18.2 | -3.8 | -3.6 | 1512 | 3.2 | 96.5 | 12.2 | -19.2
CC1CCN(C(=O)CSc2nc(N)c3c4c(sc3n2)CN(C)CC4)CC1 | / | -1.1 | -0.4 | -3.5 | 1.0 | 5.8 | 1507 | 5.4 | 104.4 | -0.8 | /
CCN(CC)C(=S)SCC(=O)NC12CC3CC(CC(C3)C1)C2 | 0.0693 | -1.9 | 1.8 | -18.2 | 2.0 | -7.6 | 1481 | -1.1 | 94.9 | 6.3 | 7.2
Cc1cc(=O)[nH]c(SCC(=O)Nc2ccc(F)cc2)c1C#N | / | 0.1 | 1.1 | 3.8 | -2.0 | 2.8 | 1475 | -1.2 | 104.4 | -1.6 | -19.7
O=C(NCCc1c[nH]c2ccccc12)/C(=C\c1cccnc1)NC(=O)c1ccco1 | 0.191 | 3.7 | 0.9 | -17.5 | -1.7 | 2.0 | 1522 | -2.8 | 102.4 | -2.9 | -9.1
O=C(CN(c1cccc(Cl)c1)S(=O)(=O)c1ccc(Cl)cc1)N1CCc2ccccc2C1 | 0.149 | -1.3 | 6.0 | 4.7 | 7.3 | 1.7 | 1484 | 6.2 | 100.4 | 8.0 | 7.3
CCOC(=O)c1cnc2c(C)c(C)ccc2c1Nc1ccc(S(=O)(=O)Nc2ncccn2)cc1 | / | -0.4 | 1.0 | 8.2 | 3.3 | -3.7 | 1541 | 3.4 | 92.8 | 11.1 | -5.3
Cc1nc2ccc(NC(=O)COc3ccccc3)cc2s1 | 0.757 | 2.2 | -0.7 | 13.1 | 3.2 | -7.8 | 1507 | -2.7 | 80.1 | 28.0 | 5.5
O=C(O)c1cccc(NC(=S)NC(=O)c2ccc(-c3ccc(Cl)cc3)o2)c1 | 2.13* | -10.5 | 3.8 | 5.3 | 3.4 | -7.9 | 1521 | -4.4 | 103.2 | -1.7 | -4.1
O=C(Nc1cccnc1)c1coc(=O)c2ccccc12 | / | 9.3 | 0.5 | -1.3 | 3.9 | -0.2 | 1637 | -7.2 | 94.9 | 9.6 | 18.6
O=C(N/N=C/c1ccc[nH]1)c1cccnc1 | / | -0.4 | -0.7 | -3.0 | 7.1 | -6.0 | 1651 | 8.1 | 103.2 | 0.3 | /
C[C@@H](C(=O)NCc1ccccn1)[C@@H]1C[C@@]1(C)[C@@H](NC(=O)OCc1ccccc1)c1ccccc1 | -0.0151 | -1.0 | 1.8 | 10.1 | -0.2 | -7.6 | 1445 | -4.6 | 96.6 | 1.2 | 1.4
COc1ccc2c(c1)cc1n2CCN=C1N | / | 0.5 | -0.1 | -0.8 | 8.0 | 11.0 | 1672 | 5.0 | 94.5 | 10.1 | -9.5
CCn1c(SCC(=O)Nc2ccc3c(c2)oc2ccccc23)nnc1-c1ccc(N)cc1 | 2.06 | -3.6 | 1.1 | -13.0 | 1.2 | 2.8 | 1562 | -0.2 | 109.8 | -5.0 | /
C1CCN(c2nc3nonc3nc2NCC2CCOCC2)CC1 | -0.758 | 10.8 | 0.2 | -1.3 | 6.3 | 6.0 | 1497 | 5.1 | 92.7 | 12.7 | -19.5
Clc1ccc2nc(CSc3ccccc3)cn2c1 | -0.98 | 7.6 | 0.1 | -2.2 | 12.3 | 35.4* | 1781 | 1.0 | 50.3 | 62.7* | 4.3
O=C(COc1ccccc1-c1ccccc1)N/N=C/c1cccc2ccccc12 | 0.467 | 7.7 | 2.4 | -5.9 | -3.1 | -9.1 | 1636 | 13.5 | 129.2 | -24.3 | /
O=S(=O)(c1ccccc1)c1nc(-c2ccccc2)oc1N1CCCCC1 | -0.388 | 12.9 | 2.2 | -12.2 | 16.1 | 2.3 | 1638 | -1.0 | 95.6 | 10.7 | /
O=C(/C=C/c1cccc([N+](=O)[O-])c1)NCc1ccc2c(c1)OCO2 | 1.15 | -0.1 | 0.1 | -2.9 | 1.9 | 6.0 | 1538 | 7.9 | 100.2 | 4.4 | -12.0

Not a hit list. Share with any hit: about 5.6%.
